Bioassay records (PubChem)
PAFAH2 inh – PAFAH2 enzyme inhibitors, primary screen, biochemical, fluorescence polarization, human; AID 492956, 2010; inhibition, % at 3.39 µM; 340,000 compounds, 0.99% hits; Platelet-activating factor acetylhydrolase 2, cytoplasmic (Homo sapiens), Q99487; recombinant PAFAH2, FP-rhodamine activity probe;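 active means inhibition above the mean over all tested compounds plus 3 SD, cut at about 30% in these data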;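 further: inhibitors block probe labeling of enzyme so polarization drops; 0% = enzyme with DMSO and 100% = wells lacking PAFAH2 protein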
pPAFAH FP inh – pPAFAH enzyme inhibitors, primary screen, biochemical, fluorescence polarization, human; inhibition, % at 3.39 µM; recombinant pPAFAH, FP-rhodamine probe fluorescence polarization; Platelet-activating factor acetylhydrolase (Homo sapiens), Q13093; 330,000 compounds, 1.5% hits;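 active means inhibition above the mean inhibition across the screen plus 3 SD, cut at about 25% in these data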;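 further: inhibitors block binding of the rhodamine activity-based probe so polarization drops; 0% = enzyme with DMSO and 100% = wells lacking pPAFAH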
PAFAH1B3 FP inh – PAFAH1B3 enzyme inhibitors, primary screen, biochemical, fluorescence polarization, human. inhibition, % at 3.39 µM. recombinant PAFAH1B3, FP-rhodamine probe. Platelet-activating factor acetylhydrolase IB subunit alpha1 (Homo sapiens), Q15102. AID 492972, 2010. 340,000 compounds, 0.28% hits;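 active means inhibition above the screen-wide average of all tested compounds plus 3 SD, cut at about 25% in these data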;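 further: 0% = enzyme with DMSO only and 100% = wells lacking PAFAH1B3 protein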
Target sequence (Q15102 whole entry, looked up): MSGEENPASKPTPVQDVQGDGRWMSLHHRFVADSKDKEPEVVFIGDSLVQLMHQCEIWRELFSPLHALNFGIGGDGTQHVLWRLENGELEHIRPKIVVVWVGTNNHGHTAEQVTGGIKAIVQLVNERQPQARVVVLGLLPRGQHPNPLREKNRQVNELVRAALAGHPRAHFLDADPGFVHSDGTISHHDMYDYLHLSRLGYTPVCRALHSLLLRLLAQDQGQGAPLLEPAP
Fam108B inh – mouse Fam108B serine hydrolase inhibitors, primary screen, counter-screen for RBBP9 inhibitor project, biochemical, fluorescence polarization; 300,000 compounds, 0.33% hits; inhibition, % at 9.51 µM; recombinant Fam108B, FP-Rh probe fluorescence polarization; AID 1947, 2009;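 active means inhibition above the screen mean inhibition plus 3 SD, computed separately per campaign, cut at about 18% in these data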;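 further: inhibitors lower polarization as less probe binds the enzyme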
PME-1 primary – PME-1 inhibitors via competitive probe labeling, primary screen, biochemical, fluorescence polarization, FP-Rh probe, HTS; recombinant PME-1; inhibition, % at 5.9 µM; Protein phosphatase methylesterase 1 (Homo sapiens), Q9Y570; 320,000 compounds, 0.53% hits;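 active means inhibition above the campaign mean of all compounds plus 3 SD, cut at about 26% in these data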;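 further: competitive labeling of PME-1 active site by serine hydrolase directed probe; 0% = PME-1 with DMSO and 100% = wells lacking PME-1 enzyme; inhibitors block probe labeling so polarization falls and inhibition rises; many of its hits are not listed in these tables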
LYPLA1 inh – LYPLA1 inhibitors, primary screen, counter-screen for PME1 inhibitor project, biochemical, fluorescence polarization, FP-Rh probe ABPP; Acyl-protein thioesterase 1 (Homo sapiens), O75608; recombinant LYPLA1; inhibition, % at 5.9 µM; 320,000 compounds, 0.16% hits; AID 2174, 2009;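 active means inhibition above the mean of all tested compounds plus 3 SD, set per campaign, cut at about 14% in these data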;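 further: inhibitors block serine hydrolase probe labeling of LYPLA1 so polarization falls; 0% = enzyme with DMSO and 100% = wells lacking LYPLA1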
Target sequence (O75608 whole entry, looked up): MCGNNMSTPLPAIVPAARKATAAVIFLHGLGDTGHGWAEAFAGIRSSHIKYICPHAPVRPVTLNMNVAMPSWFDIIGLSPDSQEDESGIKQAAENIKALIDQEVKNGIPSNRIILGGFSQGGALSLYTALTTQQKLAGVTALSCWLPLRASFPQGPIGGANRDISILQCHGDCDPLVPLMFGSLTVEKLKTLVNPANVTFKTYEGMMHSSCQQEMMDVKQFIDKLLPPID
PAD4 inh – human PAD4 inhibitors, primary screen, biochemical, fluorescence polarization, 1536-well format; Protein-arginine deiminase type-4 (Homo sapiens), Q9UM07; 330,000 compounds, 0.41% hits; inhibition, % at 6.36 µM; recombinant PAD4, RCA probe fluorescence polarization;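 active means percent inhibition above a cutoff equal to the mean of all tested compounds plus 3 SD, cut at about 15% in these data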;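 further: 0% = PAD4 with RCA probe and DMSO and 100% = probe without PAD4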
GSTO1 inh – inhibitors of recombinant GSTO1, primary screen, counter-screen for RBBP9 inhibitor project, biochemical, fluorescence polarization. 300,000 compounds, 1.1% hits. inhibition, % at 5.96 µM. activity-based probe fluorescence polarization. Glutathione S-transferase omega-1 (Homo sapiens), P78417. AID 1974, 2009;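 active means inhibition above the campaign mean inhibition plus 3 SD, cut at about 35% in these data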;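 further: 0% = GSTO1-1 with DMSO and 100% = wells lacking GSTO1-1 enzyme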
Target sequence (P78417 whole entry, looked up): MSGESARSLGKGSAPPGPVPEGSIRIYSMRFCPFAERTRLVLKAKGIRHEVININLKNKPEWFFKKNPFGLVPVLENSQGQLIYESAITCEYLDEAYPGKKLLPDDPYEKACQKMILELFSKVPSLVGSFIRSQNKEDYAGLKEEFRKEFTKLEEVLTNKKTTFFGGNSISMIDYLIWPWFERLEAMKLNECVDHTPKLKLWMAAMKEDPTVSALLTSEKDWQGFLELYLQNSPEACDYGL
PAFAH1B2 inh – PAFAH1B2 enzyme inhibitors, primary screen, biochemical, fluorescence polarization, human; recombinant PAFAH1B2, FP-rhodamine activity probe; inhibition, % at 3.39 µM; 340,000 compounds, 1.2% hits; AID 492953, 2010;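 active means inhibition above the mean of all tested compounds plus 3 SD, cut at about 24% in these data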;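 further: 0% = enzyme with DMSO and 100% = wells lacking PAFAH1B2; many of its hits are not listed in these tables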
Target sequence (P68402 whole entry, looked up): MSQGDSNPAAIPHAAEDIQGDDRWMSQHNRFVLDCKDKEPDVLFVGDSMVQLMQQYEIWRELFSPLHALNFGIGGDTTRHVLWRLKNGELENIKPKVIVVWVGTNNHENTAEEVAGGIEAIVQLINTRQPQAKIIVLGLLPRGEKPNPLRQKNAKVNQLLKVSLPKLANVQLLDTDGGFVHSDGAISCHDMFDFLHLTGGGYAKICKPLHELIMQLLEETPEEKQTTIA
The depositor's hits bear a star; nt = no result given. An excerpt; rates above refer to the full screens.

compound | Fam108B inh | pPAFAH FP inh | PAD4 inh | LYPLA1 inh | PAFAH1B3 FP inh | PAFAH2 inh | PME-1 primary | GSTO1 inh | PAFAH1B2 inh
c1ccc2[nH]c(-c3ccc4c(c3)OCO4)nc2c1 | -1 | 4 | 1 | 3 | nt | nt | 2 | 0 | nt
CC(=O)N1c2ccc(S(=O)(=O)N3CCC(C(=O)NCc4ccc(Cl)cc4)CC3)cc2CC1C (centres undefined) | 2 | -3 | 2 | -2 | 4 | 5 | 15 | -5 | 2
O=C(COc1ccccc1)NC(=S)Nc1ccc(Br)cn1 | 6 | 1 | 3 | 2 | nt | nt | -7 | 10 | nt
Cc1cccc(NCC(=O)N/N=C\c2ccccn2)c1 | 2 | 5 | -8 | -2 | 1 | -5 | 0 | 4 | 2
CC(=O)N1C(=O)/C(=C2\SC(=S)N(c3c(C)n(C)n(-c4ccccc4)c3=O)C2=O)c2ccccc21 | 1 | 6 | 0 | -3 | -1 | 5 | 4 | 10 | 0
Oc1cccc(C=Nc2cccc3ccccc23)c1O | 5 | 76* | -5 | -15 | 28* | 27 | 3 | 88* | 9
Cc1ccc(NC(=O)CCC(=O)NNC(=O)C(C)(C)C)c(C)c1 | 2 | 1 | 1 | 2 | 6 | 1 | 6 | 9 | 1
CS(=O)(=O)N(CC(=O)Nc1ccccc1)Cc1ccc(Cl)cc1 | 1 | 0 | 1 | 2 | 5 | 3 | 4 | -3 | 1
O=C(NN=C1CCC(c2ccccc2)CC1)c1ccccc1-n1cccc1 (centres undefined) | -3 | -5 | -7 | 1 | 8 | -4 | -4 | 10 | 0
O=C(CCN(NC(=O)c1ccccc1)C1=NS(=O)(=O)c2ccccc21)NC1CCCCC1 | -3 | -1 | -8 | -4 | 7 | 5 | -3 | 10 | 0
COc1cccc(CNC(=O)CCCn2ccc3cc(S(=O)(=O)N4CCCC4)ccc32)c1 | 4 | 4 | -4 | -5 | 5 | 5 | 13 | -2 | 2
Cc1sc2ncnc(N(C)CCc3ccccn3)c2c1C | 3 | 1 | 5 | -5 | -3 | -4 | -8 | -1 | -6
O=C(N/N=C/c1cc([N+](=O)[O-])ccc1O)/C(=C\c1cccs1)NC(=O)c1ccccc1 | -2 | 11 | -2 | -6 | -6 | -4 | 3 | 1 | 0
Cc1cc(C)n2nc(S(=O)(=O)N(C)Cc3ccccc3)nc2n1 | 3 | 8 | 1 | 1 | 2 | 1 | -2 | -6 | 8
COc1ccccc1OC(C)C(=O)Nc1ccc(S(=O)(=O)Nc2nccs2)cc1 (centres undefined) | -3 | 7 | -2 | 0 | 14 | 6 | -2 | -3 | 3
CCN=C1S/C(=C/c2ccc(-c3ccc(F)cc3)o2)C(=O)N1CC | 5 | 2 | 2 | 0 | 2 | -3 | -3 | 5 | 0
COc1ccc(-n2cc(CN(C)C3CCOCC3)c(-c3cccc(F)c3)n2)cc1 | -5 | -3 | 3 | 5 | 6 | -2 | -4 | 7 | 5
COC(=O)C1CCN(C(=O)c2ccc(OC3CCN(Cc4ccccn4)CC3)cc2)CC1 | 10 | 0 | -3 | -1 | 9 | 3 | 7 | 3 | -4
CC(C)(C)NCC(O)CON=C1c2ccccc2-c2ccccc21 (centres undefined) | 1 | 2 | -1 | 2 | 7 | -1 | -1 | 7 | 7
CCC1(c2ccccc2)NC(=O)N(CC(=O)Nc2ccccc2C(=O)N2CCCCC2)C1=O (centres undefined) | 0 | -1 | 2 | -1 | 4 | -2 | 7 | 4 | 1
COc1cccc(-c2noc(CCC(=O)NCCc3ccccc3)n2)c1 | 2 | 1 | -4 | -1 | 0 | -6 | 0 | 3 | 0
Cc1nnc2sc(SCC(=O)Nc3ccc(Br)cc3)nn2c1=O | -2 | 4 | -4 | -1 | 0 | -9 | 0 | -1 | 3
COc1ccc(OC)c2c1cc(C(=O)N[C@@H](C)C(=O)N[C@@H](C(=O)O)c1ccccc1)n2C | -4 | 9 | -5 | 3 | 11 | 10 | -1 | 12 | 3
O=C(NC(N1CCCCCC1)C(Cl)(Cl)Cl)c1ccccc1Cl (centres undefined) | 5 | 1 | 1 | -2 | 8 | -5 | -1 | 12 | 3
CCOC(=O)CSc1nc2sc3c(c2c(=O)n1CC)CC(C)(C)OC3 | -3 | 3 | -3 | -2 | 4 | -2 | 1 | 3 | 1
COc1ccc(C)cc1Nc1nc(-c2ccccc2O)nc2ccccc12 | -3 | 3 | -1 | -5 | -2 | 2 | 0 | 0 | -4
Cc1nn(CC(O)COc2ccc3c(c2)CCC3)c(C)c1Br (centres undefined) | 4 | 3 | -1 | -1 | 4 | 7 | -3 | -3 | 4
COc1ccccc1N1CCN(S(=O)(=O)c2ccc(-c3cnc(C4CC4)o3)cc2)CC1 | -6 | 11 | -4 | -1 | -1 | -5 | 0 | 9 | 3
Cc1sc(NC(=O)c2ccco2)nc1-c1ccccc1 | -4 | 2 | -6 | -2 | 1 | 3 | -3 | -2 | 0
COc1ccc(-n2nc3c(N4CCC(C(=O)NCCc5ccco5)CC4)nnc(C)c3c2C)cc1 | 4 | 3 | -3 | 0 | 3 | 5 | 9 | 14 | -4
O=C(CSc1ncnc2c1oc1ccccc12)Nc1cccc(C(F)(F)F)c1 | -7 | -8 | -2 | -3 | 0 | 1 | -4 | -6 | 1
Cc1ccc2cccc(SCC(=O)Nc3ccc(F)cc3)c2n1 | -1 | -1 | 2 | -6 | 7 | 7 | 1 | 4 | 3
COC(=O)c1c(NC(=O)C(C)C)sc(C(=O)N2CCOCC2)c1C | 1 | -1 | -1 | -4 | 4 | 10 | -2 | 17 | 0
CCCCCCOc1ccc(C(CC(=O)NC)C(=O)O)cc1 (centres undefined) | -5 | 8 | -6 | 1 | 12 | 8 | 2 | 8 | 4
CCN(CC)CCNC(=O)c1cc(S(=O)(=O)N2CCc3ccccc32)cn1C | 0 | 0 | 1 | 2 | -1 | 4 | -5 | 1 | 0
C[C@H](CO)N1C[C@H](C)[C@@H](CN(C)S(=O)(=O)c2cn(C)cn2)Oc2ccc(NC(=O)Cn3cnnn3)cc2C1=O | nt | -1 | 1 | nt | 4 | 7 | nt | nt | 1
Cc1cc(-c2nnnn2-c2ccc(C(F)(F)F)cc2)no1 | -4 | 6 | 1 | -1 | -2 | -10 | 1 | 6 | 5
Cc1ccc(NC(=O)c2cc(NC(=O)c3ccco3)ccc2N2CCCCC2)cc1 | 7 | 4 | -4 | 1 | 1 | -3 | 1 | 20 | 7
CC(CN1CCCC1)C(=O)NN (centres undefined) | 4 | 5 | 1 | 3 | 10 | 1 | -6 | 6 | 0
CCN(CC)CCNC(=O)c1ccccc1N | 1 | 1 | 1 | 9 | 8 | 0 | -7 | 2 | 0
CCCc1ccc(C(=O)/C=C/N(C)C)cc1 | 6 | 6 | 0 | 0 | 9 | 10 | 5 | 2 | 3
CCOC(=O)NC(NCc1cccc(C(F)(F)F)c1)(C(F)(F)F)C(F)(F)F | -3 | 1 | 5 | 3 | 14 | 3 | 4 | 1 | -1
CCC(C(=O)N1CCOCC1)n1c2ccccc2c2nc(=O)cc(C)n21 (centres undefined) | -3 | 3 | -9 | -2 | 6 | 7 | -1 | -3 | 2
Cc1ccc(N2C(=S)SC3CS(=O)(=O)CC32)cc1 (centres undefined) | 1 | 4 | -1 | 0 | -3 | 4 | -1 | -8 | 4
CCCN(C(=O)CSc1nc2ccccc2n1CC)C1CCS(=O)(=O)C1 (centres undefined) | -2 | -9 | 4 | 1 | -3 | 5 | -1 | 6 | 0
Cc1cc(NS(=O)(=O)c2ccc(NC(=O)c3ccc([N+](=O)[O-])c(Cl)c3)cc2)no1 | 2 | -5 | -3 | -2 | 2 | -6 | 3 | 16 | 0
O=C(CCCC(=O)NC1CCCCC1)Nc1ccc([N+](=O)[O-])cc1 | -3 | 0 | -3 | 2 | 4 | 0 | -4 | -2 | 4
CC(/C=C/c1ccccc1)=N\Nc1nc2c(c(=O)[nH]c(=O)n2C)n1CCO | 2 | 1 | -1 | 0 | nt | nt | -2 | 8 | nt
COc1cc(Cn2nnc3ccccc32)cc(Br)c1O | 3 | 4 | -1 | 1 | 1 | 5 | 7 | 5 | 5
c1c2c(cc3sc(N4CCCCC4)nc13)OCCO2 | 1 | 5 | -2 | 6 | -2 | 4 | -5 | 18 | -2

(further entries)
compound | Fam108B inh | pPAFAH FP inh | PAD4 inh | LYPLA1 inh | PAFAH1B3 FP inh | PAFAH2 inh | PME-1 primary | GSTO1 inh | PAFAH1B2 inh
Cc1onc(-c2c(F)cccc2Cl)c1C(=O)N1C=CC(C(F)(F)Cl)=NCC1 | -2 | -3 | 0 | 1 | 5 | 2 | -7 | -1 | 8
Cc1cc(C)n2c(SCC(C)C)nnc2n1 | 0 | 2 | -3 | 1 | 7 | -3 | -1 | -1 | -2
Cc1ccc(S(=O)(=O)NC2CC2)cc1[N+](=O)[O-] | 3 | 1 | 3 | 1 | 0 | 3 | 4 | 0 | -1
Cc1cc(/C=N/NC(=O)CC2(C)OCCO2)c(C)n1-c1ccc(Cl)c(Cl)c1 | -4 | 28* | -13 | -2 | 6 | 0 | -3 | -4 | -3
CC(C)(C)c1ccc(C(=O)/C=C2\NC(=O)CS2)cc1 | 5 | 10 | -6 | 0 | -2 | 12 | 3 | 2 | 7
Cc1ccc(CNC(=O)CN(Cc2ccccc2)S(C)(=O)=O)cc1 | 6 | 7 | -4 | -1 | -3 | 1 | -6 | 3 | 0
O=C(COc1coc(CN2CCc3ccccc3C2)cc1=O)Nc1cccc(F)c1 | 4 | 30* | 2 | 0 | 5 | 19 | 3 | 2 | 2
O=C(Cn1ncc2c3ccccc3n(Cc3ccccc3)c2c1=O)NCc1ccco1 | -9 | -1 | -3 | 1 | -4 | -3 | -8 | -11 | -3
COc1ccc(CC(=O)N2CCC(Nc3nc4ccccc4n3Cc3ccc(F)cc3)CC2)cc1 | 4 | 5 | -2 | 1 | 4 | -4 | 9 | 1 | 3
O=C(Nc1ccc(NC(=O)C23CC4CC(CC(C4)C2)C3)cc1)c1cc(F)c(F)cc1Cl | 0 | -4 | -3 | 2 | -6 | -3 | 5 | 1 | 1

3 entries out of the list above, arranged by the value under pPAFAH FP inh, lowest first.
| SMILES | pPAFAH FP inh | PAD4 inh | PAFAH1B3 FP inh | PAFAH2 inh | PME-1 primary | PAFAH1B2 inh |
| --- | --- | --- | --- | --- | --- | --- |
| O=C(Nc1ccc(NC(=O)C23CC4CC(CC(C4)C2)C3)cc1)c1cc(F)c(F)cc1Cl | -4 | -3 | -6 | -3 | 5 | 1 |
| CC(C)(C)c1ccc(C(=O)/C=C2\NC(=O)CS2)cc1 | 10 | -6 | -2 | 12 | 3 | 7 |
| Cc1cc(/C=N/NC(=O)CC2(C)OCCO2)c(C)n1-c1ccc(Cl)c(Cl)c1 | 28* | -13 | 6 | 0 | -3 | -3 |
